Screening data from PubChem.
MC4R antagonist: human MC4R antagonism in cAMP assay; P32245; MC4R-expressing cells, MTII-stimulated cAMP, LANCE TR-FRET; inhibition, % at 6.5 µM; hit rate 0.48% among 360,000;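 active = inhibition above its plate's cutoff, the mean of tested wells on that plate plus 3 SD, cut at about 29% in these data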;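 note: 0% = Melanotan II alone and 100% = Melanotan II plus saturating MCL0020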
Target sequence (P32245 whole entry, looked up): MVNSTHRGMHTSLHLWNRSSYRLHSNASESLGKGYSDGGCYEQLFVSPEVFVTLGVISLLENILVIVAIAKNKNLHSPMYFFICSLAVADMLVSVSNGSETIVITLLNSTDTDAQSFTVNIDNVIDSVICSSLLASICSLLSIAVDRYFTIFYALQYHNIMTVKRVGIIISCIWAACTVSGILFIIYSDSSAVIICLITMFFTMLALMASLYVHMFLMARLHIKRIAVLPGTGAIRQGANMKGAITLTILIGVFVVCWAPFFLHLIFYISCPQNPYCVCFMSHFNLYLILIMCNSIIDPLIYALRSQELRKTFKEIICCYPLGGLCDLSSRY
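Assay system: U2OS-MC4R stable cell line; Also added: Melanotan II; Technique: Eu-cAMP/anti-cAMP TR-FRET, emission 671 nm; Times: 30-min compound, 1-h challenge, 1-h detection, room temperature.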
ABHD5 PLIN5 PPI: inhibitors of human ABHD5-perilipin-5 interaction; hit rate 0.78% among 360,000; AID 602281; Split G. princeps luciferase complementation, luminescence, 4 h; inhibition, % at 4 µM; Q00G26+Q8WTS1;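 active = inhibition above the mean inhibition across every tested compound plus 3 SD, cut at about 22% in these data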;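 note: 0% = DMSO only wells and the 100% control is not disclosed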
TLR9-MyD88 inh: blocks human TLR9 binding to MyD88. Q9NR96+Q99836. inhibition, % at 4.98 µM. hit rate 0.21% among 340,000. CHO BLA complementation TLR9-MyD88, CCF4 FRET ratio;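 active = inhibition above the mean over all tested compounds plus 3 SD, cut at about 21% in these data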;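 note: 0% = DMSO only wells and 100% = clavulanate BLA inhibitor control wells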
MC4R barr agon: agonists of human melanocortin 4 receptor (MC4R) beta-arrestin; U2OS MC4R beta-arrestin complementation, luminescence; percent of melanotan II response, DMSO zero; activation, % at 8.9 µM; hit rate 0.98% among 360,000; AID 540308;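 active = activation above a per-plate cutoff, the mean activation of sample wells on that plate plus 3 SD, cut at about 8% in these data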
ABCB6 inh 2: human ABCB6 transporter inhibition; fluorescence ratio to DMSO, % at 10 µM; K562-ABCB6 porphyrin accumulation, flow cytometry, 1 h; stronger effect = lower value; Q9NP58; AID 602162; hit rate 0.19% among 360,000;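 active = fluorescence ratio to DMSO below 75%, the collection mean minus 3 SD; inconclusive = too few cells collected in the well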;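 note: signal is porphyrin accumulated inside mitochondria; 100% equals median channel fluorescence of DMSO control wells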
Granule exo inh: blocks lytic granule exocytosis | hit rate 0.66% among 360,000 | inhibition, % at 10 µM | TALL-104 LAMP-1 surface exposure, flow cytometry; cells stimulated with thapsigargin and PMA | AID 651702;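 active = inhibition above about 55%, limit read from the data; inconclusive = no clear call, values can overlap the other calls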
aDG glyco up: increases alpha dystroglycan glycosylation; Pro5-aDG cells, alpha-DG glycosylation AlphaScreen (IIH6); 0% Pro5, 100% B10-LARGE cell signal; activation, % at 10 µM; hit rate 0.22% among 360,000;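 active = activation of at least 8% versus controls, or a plate z-score of at least 8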;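 note: Pro5 are CHO cells carrying HIG-tagged alpha-DG that lacks glycosylation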
Vif imaging: HIV Vif inhibition; HEK293T cells, Vif self-association by quenched fluorescence, imaging, 24 h; inhibition, % at 7.49 µM; hit rate 0.35% among 340,000; AID 602346; in the data active = inhibition above about 50%, passing the limit was not always enough; inconclusive = no clear call, values can overlap the other calls; inactive = below about 31%; note: some results filed as inactive read as strong as hits
NOD2-RIPK2 inh: blocks binding of human NOD2 to RIPK2; O43353; CHO BLA complementation NOD2-RIPK2, CCF4 ratio; inhibition, % at 4.98 µM; hit rate 0.38% among 360,000; AID 624267; in the data active = inhibition above about 21%;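 note: 0% = vehicle only and 100% = reference blocker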
Target sequence (O43353 whole entry, looked up): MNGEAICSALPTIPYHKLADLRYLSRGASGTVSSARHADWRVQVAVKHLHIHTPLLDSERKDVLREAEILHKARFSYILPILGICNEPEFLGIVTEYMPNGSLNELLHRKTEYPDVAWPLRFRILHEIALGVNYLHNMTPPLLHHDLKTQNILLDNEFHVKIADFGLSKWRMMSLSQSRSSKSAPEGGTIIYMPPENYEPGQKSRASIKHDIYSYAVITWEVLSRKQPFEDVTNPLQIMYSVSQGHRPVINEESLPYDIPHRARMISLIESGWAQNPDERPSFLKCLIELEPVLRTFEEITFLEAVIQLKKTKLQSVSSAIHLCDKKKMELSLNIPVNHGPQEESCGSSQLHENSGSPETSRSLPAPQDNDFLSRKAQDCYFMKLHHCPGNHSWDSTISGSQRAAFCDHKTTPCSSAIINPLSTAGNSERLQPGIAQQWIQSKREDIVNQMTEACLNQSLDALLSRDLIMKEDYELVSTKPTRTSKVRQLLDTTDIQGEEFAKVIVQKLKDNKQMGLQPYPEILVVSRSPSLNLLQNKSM
Glyco luc inh: blocks N-linked glycosylation in D54 reporter cells; D54 ERlucT glycosylation luciferase reporter, 24 h; percent of 100 nM tunicamycin response; reporter increase, % at 12.5 µM; hit rate 0.23% among 360,000; AID 588692;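 active = mean luciferase reporter signal, scaled so untreated is 0 and the glycosylation-blocking control 100, at or above a set limit in every replicate; inconclusive = mean reaches the limit but not every replicate does; inactive = mean below the limit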;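 note: luciferase carries N-glycosylation sites so blocking glycosylation raises the light; 0% = median of neutral control wells and 100% = median of 100 nM tunicamycin wells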
* hit, by the source's call; ? = inconclusive; / = no result given.

SMILES	MC4R antagonist	ABHD5 PLIN5 PPI	TLR9-MyD88 inh	MC4R barr agon	ABCB6 inh 2	Granule exo inh	aDG glyco up	Vif imaging	NOD2-RIPK2 inh	Glyco luc inh
CCC(=O)c1cn(Cc2ccccc2C#N)c2ccccc12	4	3	-6	-1.0	102	-5	0.9	-4	5	-1
CCOC(=O)c1c(-n2c(C)cc(/C=C3/C(=O)NC(=O)N(CC)C3=O)c2C)sc2c1CCCC2	0	-10	1	0.5	73*	13	0.0	21	-13	0
CCN(CC)c1ccc(CNCCc2ccccc2F)cc1	-6	10	2	-2.4	98	0	0.0	-6	3	11
Cc1c(C(c2ccc(Br)cc2)c2c(O)c3ccccc3oc2=O)c(=O)n(-c2ccccc2)n1C (configuration not stated)	4	-1	7	-2.3	98	3	0.0	-15	0	0
O=CC(Cl)P(=O)(N1CCCCC1)N1CCCCC1 (configuration not stated)	-4	-6	-1	2.8	103	-4	-0.1	?	-5	2
CCN1C[C@]2(OC(=O)c3ccccc3NC(C)=O)CCC(OC)C34C5C[C@H]6C(OC)[C@]5(O)[C@](O)(C[C@@H]6OC)C(C[C@@H]32)[C@H]14 (some centres not stated)	7	-1	-5	-1.5	93	0	0.0	17	-10	1
C[C@H]1COc2cccc(N3CCN(C)CC3)c2S(=O)(=O)N1	/	-6	/	/	99	0	-0.3	/	2	/
CC(=O)N(C1=NCCCS1)c1ccccc1Cl	2	-4	-3	-0.6	96	-2	-0.1	5	-2	-5
Cc1ccc(-n2c(O)c(/C=C/C=Nc3ccccc3)c(=O)[nH]c2=O)cc1	-23	-1	-2	-0.8	113	-1	0.0	7	-10	-3
COc1ccc(NC(=S)N2Cc3ccccc3-n3nncc3C2)c(OC)c1	4	-6	-2	-1.3	100	-15	-0.2	/	-9	-2
CCOc1ccccc1C1SCC(=O)Nc2c1c(=O)[nH]n2C(CC)CC (configuration not stated)	7	3	7	-0.5	96	9	-0.1	8	-1	0
CCC(C)N1CCN(C(=O)COc2ccc3ccccc3c2)CC1 (configuration not stated)	2	-4	6	-1.2	85	-1	0.2	-6	-7	-1
Cc1ccsc1C(=O)C1CCCN(Cc2cn(C)nc2C)C1 (configuration not stated)	7	4	3	0.5	100	0	-0.1	-5	-1	-1
COC(=O)C1=C(c2ccc(-c3ccccc3)c(F)c2)C[C@@H]2CC[C@H]1N2C(=O)NCCOc1ccc(OC)cc1	20	7	-7	0.3	94	16	1.0	-5	2	-5
CC(=O)O[C@H]1C[C@@H]2OC3C=C(C)CCC3(C)[C@@]1(C)[C@@]21CO1 (some centres not stated)	-3	5	-2	-0.3	92	8	-0.3	-8	24*	-18
CCCCn1c(O)c(C=Nc2c(C)n(C)n(-c3ccccc3)c2=O)c(=O)[nH]c1=O	-1	3	1	-1.5	/	1	-0.1	9	-7	-2
CC(=O)Nc1ccc(OC(=O)c2ccccc2N)cc1	-1	-2	-7	-1.9	105	-5	0.0	0	5	-1
O=[N+]([O-])c1ccc(N2CCCC2)c2ccncc12	-23	8	-2	-2.9	92	-3	0.5	-6	-2	15
C=CCCC1(CC(C)C)C(=O)NC(=S)NC1=O	-2	-7	8	-0.2	90	0	0.0	2	9	0
O=C(c1ccccc1)C(Cc1ccccc1)N1CCOCC1 (configuration not stated)	-4	-4	6	-2.5	92	1	-0.2	14	-8	0
O=C1NCN(c2ccccc2)C12CCN(C(c1ccccc1)c1nnnn1C1CCCC1)CC2 (configuration not stated)	/	7	/	/	100	1	-0.2	-5	-10	1
COc1ccc(CC(=O)N2C[C@H]3C[C@@H](C2)c2cccc(=O)n2C3)cc1	5	-3	1	-1.1	101	2	-0.2	7	1	1
CCOC(=O)c1cc(C(O)(C(=O)OC)C(F)(F)F)c(/N=C/N(C)C)o1 (configuration not stated)	0	-2	-5	-0.2	93	0	0.3	10	-2	1
CCN(C(=O)COC(=O)c1cn(C)c2ccccc12)c1ccc(F)cc1	3	-3	-9	-1.2	87	11	0.2	-12	2	0
CN(C)C(=O)Oc1ccnc2cc(Cl)ccc12	-5	-4	3	1.3	98	0	-0.2	-4	1	0
CCOc1c(P(=S)(N(C)C)N(C)C)c(C)nn1-c1ccccc1	3	-3	-2	-0.8	101	-1	-0.1	-10	5	-3
O=c1[nH]c(=O)n(CCC2=CCCCC2)c(O)c1C=NCCCn1ccnc1	3	-3	-3	-0.5	104	5	0.1	-47	-6	0
COC1=CCC2([N+](=O)[O-])CN(C)CC1([N+](=O)[O-])C2 (configuration not stated)	-2	2	0	0.9	92	2	-0.4	-1	-2	2
CCCn1nc2ccccc2c1P(=O)(N1CCOCC1)N1CCOCC1	1	6	-7	-0.1	98	-2	0.2	9	2	1
CN1CCC(O)(c2ccc(Cl)cc2)C(C(=O)c2ccc(Cl)cc2)C1 (configuration not stated)	7	11	-5	-1.7	82	16	0.7	6	-4	-1
O=C(NC(=O)c1c(F)cccc1F)Nc1cc(Cl)c(F)c(Cl)c1F	0	5	-5	-0.3	102	-6	-0.3	-7	-2	-6
O=C1NC(=S)NC(=O)C1C/C=C/c1ccccc1	-2	-9	-13	-1.7	100	-2	-0.1	-3	-3	1
Cc1nn(Cc2ccccc2)c(C)c1C=C1C(=O)NC(=O)NC1=O	-6	11	3	1.2	100	2	0.1	-7	-15	3
Cc1cccc(-n2c(-c3ccco3)nc3ccccc3c2=O)n1	-3	4	0	-0.9	99	-1	-0.1	-1	4	1
O=c1[nH]c(=O)n(-c2ccccc2F)c(O)c1C=NCCC1=CCCCC1	27	-11	-10	5.1	95	-2	0.3	-11	4	-1
CCN1CCC(NCC2CCCCC2)CC1	5	-18	1	3.5	94	16	0.1	2	4	-3
CS(=O)(=O)c1ccc(C2=C(CNC(=O)c3nccs3)[C@H]3CC[C@@H](C2)N3Cc2ccccc2)cc1	9	-2	11	1.2	102	-5	-0.1	0	3	2
CCOC(=O)[C@]12Cc3cc(OC)ccc3[C@H]1N(CCC(=O)OC)C(=O)c1cc(OC)ccc12	/	5	/	/	100	0	-0.1	/	-2	/
COC(=O)c1c(N)n(Cc2ccc(OC)cc2)c2nc3ccccc3nc12	4	-26	-7	-1.9	110	4	3.4	-8	5	3
CC(C)[C@H]1CC2C3CC=C4C[C@@H](O)CC[C@]4(C)C3CC[C@]2(C)[C@H]1O (some centres not stated)	10	-1	/	0.1	101	5	-0.2	-6	-2	0
O=[N+]([O-])c1ccc(Cl)c([N+](=O)[O-])c1	27	14	18	0.6	107	24	0.2	-11	8	/
COc1cccc(CNCCc2cccc(F)c2)c1OC	0	2	-5	0.6	92	-3	0.4	3	-2	0
O=P(O)(Oc1ccccc1)OC(c1ccccc1)C(F)(F)F (configuration not stated)	0	-4	2	1.3	108	5	-0.2	-5	3	3
COP(=O)(OC)C(NS(=O)(=O)c1ccccc1)C(Cl)(Cl)Cl (configuration not stated)	7	4	2	-1.4	97	5	0.4	-8	0	2
CCC(=Nc1ccc(OC)cc1OC)c1c(O)[nH]c(=O)[nH]c1=O	0	4	5	0.7	78	-2	-0.2	14	-4	1
COC(=O)C1=C(c2ccc(OCc3ccccc3)cc2)C[C@@H]2CC[C@H]1N2C(=O)NCc1ccccc1C(F)(F)F	9	-11	8	0.4	103	5	-0.3	-3	-15	-4
Cc1ccc(OCCOc2cccc(C=C3C(=O)NC(=O)NC3=O)c2)c(C)c1	5	-5	-16	0.6	107	7	0.0	-5	6	-9
COc1ccc(N2CCN(Cc3nc4ccccc4[nH]3)CC2)cc1	18	-2	-2	2.5	104	16	-0.1	-3	-9	-1
CCc1ccc(NP(=O)(Oc2ccccc2F)Oc2ccccc2F)cc1	8	-10	2	1.7	96	4	0.1	10	-3	-3
CC12CCC3C(CCC4C/C(=N/O)CCC43C)C1CCC2O (configuration not stated)	0	3	-3	-3.1	101	-1	0.1	6	-10	-3
COC(=O)C1=C(c2ccccc2OCc2ccccc2)C[C@@H]2CC[C@H]1N2C(=O)NCc1ccc(Br)cc1	2	2	-12	-1.1	99	11	0.2	1	10	-9
CN[C@H](C)[C@H](O)c1ccccc1	13	11	-4	-0.1	98	0	-0.1	-7	-4	0
Cc1cccc(OP(N)(=O)Oc2cccc(C)c2)c1	18	-4	-5	0.5	102	-4	0.1	0	9	0
COC(=O)C(=O)N1CC2(C)CNCC(C)(C1)C2=O	2	-6	-4	0.9	96	-3	-0.1	4	-3	2
CCOc1cc2c(cc1OCC)-n1cccc1C(c1ccccc1O)NC2 (configuration not stated)	-9	3	-5	-1.6	91	13	-0.1	-4	7	-6
COc1ccc(OCC(=O)N2CCN(CC3CC4C=CC3C4)CC2)cc1 (configuration not stated)	3	-3	-3	-1.2	107	-2	0.1	9	0	0
Cc1cccc(N=C2c3cc([N+](=O)[O-])ccc3-c3c2cc([N+](=O)[O-])cc3[N+](=O)[O-])c1	6	22*	-1	-2.1	96	0	-0.3	3	9	-1
C=CCn1c(O)c(C=Nc2ccc(F)cc2)c(=O)[nH]c1=O	2	15	-28	-1.3	101	-6	-0.2	0	0	2
c1ccc(CN2CCNCC2)nc1	-2	-2	2	0.3	98	2	0.2	1	0	1
O=C(c1ccc(F)cc1)C(Cc1ccccc1)N1CCCCC1 (configuration not stated)	-1	-5	6	1.3	85	1	0.3	4	-11	0

Four entries from above, with two lines to a compound.
Values in the order: MC4R antagonist	ABHD5 PLIN5 PPI	TLR9-MyD88 inh	MC4R barr agon	ABCB6 inh 2	Granule exo inh	aDG glyco up	Vif imaging	NOD2-RIPK2 inh	Glyco luc inh
- O=c1[nH]c(=O)n(CCC2=CCCCC2)c(O)c1C=NCCCn1ccnc1
    3	-3	-3	-0.5	104	5	0.1	-47	-6	0
- COc1ccc(OCC(=O)N2CCN(CC3CC4C=CC3C4)CC2)cc1 (configuration not stated)
    3	-3	-3	-1.2	107	-2	0.1	9	0	0
- Cc1cccc(-n2c(-c3ccco3)nc3ccccc3c2=O)n1
    -3	4	0	-0.9	99	-1	-0.1	-1	4	1
- O=C(c1ccc(F)cc1)C(Cc1ccccc1)N1CCCCC1 (configuration not stated)
    -1	-5	6	1.3	85	1	0.3	4	-11	0

The list goes on.
SMILES	MC4R antagonist	ABHD5 PLIN5 PPI	TLR9-MyD88 inh	MC4R barr agon	ABCB6 inh 2	Granule exo inh	aDG glyco up	Vif imaging	NOD2-RIPK2 inh	Glyco luc inh
Cc1ccc(NS(=O)(=O)c2ccc(OCC(=O)N3CCN(C)CC3)cc2)cc1	-5	3	-12	1.5	105	-4	-0.2	/	-3	/
C=Cn1ccnc1P(O)(=S)c1nc(C)c(CCOC(C)=O)s1 (configuration not stated)	5	0	-18	-2.2	100	1	0.2	0	-7	5
NCCc1c[nH]c2ccc(C(N)=O)cc12	-4	5	6	-0.9	99	1	0.3	-12	-12	1
ClCC(Br)CBr (configuration not stated)	7	2	-15	0.2	101	3	0.3	-6	6	-1
CC(=NCCO)c1c(O)n(C)c(=O)n(C)c1=O	3	1	-6	-2.2	98	2	0.0	-5	3	1
O=C(Cn1cc(C(=O)c2ccccc2F)c2ccccc21)NCc1ccco1	1	-3	-4	-2.2	101	-1	-0.2	-1	-1	-2

This is a subset (hit frequency here may not be typical).
